# Nrf2 activator: activates Nrf2 signaling; AREc32 ARE-luciferase reporter (MCF7-derived line), luminescence, 24 h; Potency, µM (titrated, usually from 46.1 µM), without a hit: at the top dose activation, usual class: activators; 410,000 tested, 0.31% active; AID 624171; also: potency is read from the fitted curve at half-maximal effect; % of control where 0% means no effect; nearly all actives have a fitted effect of over 65% in size
#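 AREc32_Fluc, 1000 cells/well, OPTI-MEM + 5% FBS, o/n 37 deg C 5% CO2; 23 nL cpd by pin tool, 24 hr; Steady-Glo 30 min RT, luminescence.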
# S2 tox: viability counter-screen for ATXN expression inhibitors; S2 cells (HEK-293 line with an ATXN2-luciferase reporter) viability, CellTiter-Fluor protease fluorescence, 24 h; Potency, µM (doses to about 56.7 µM), most hits filed as cytotoxic; 400,000 tested, 0.49% active; also: potency is read from the fitted curve at half-maximal effect; nearly all actives have a fitted effect of over 40% in size
# CCT chaperon mod: changes cytosolic chaperonin activity; purified chaperonin ATPase assay, HTRF ADP detection, 30 min; activity change, % (no concentration beside the values), hits read low; 360,000 tested, 0.3% active; in the data active = activity change below about -30%; also: % is scaled to controls: 0 for no effect and ±100 for the full control effect
#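 First, chaperonin was dispensed at 40 nM or 20 nM final depending on batch activity. Next, compounds were pinned at 76 uM and ATP added at 10 uM. After 30 min at 37 °C, ADP detection reagents ran 30 min at ambient temperature.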
# Mm-Cpn inhibitor: blocks the Methanococcus maripaludis chaperonin Mm-Cpn; purified Mm-Cpn ATPase, ADP Transcreener TR-FRET; Potency, µM (titrated, usually from 76.9 µM), without a hit: at the highest dose activity, negative = inhibition, actives largely listed as inhibitors; 330,000 tested, 0.031% active; AID 504842; also: potency is read from the fitted curve at half-maximal effect; % is scaled to controls: 0 for no effect and ±100 for the full control effect; nearly all actives have a fitted effect of over 80% in size
#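 ATPase turnover read by TR-FRET ADP competition (Eu cryptate antibody/ADP-d2, 665/590 nm): 10uM ATP final, 25nM Mm-CPN final, 30 min 37degC after 10-min compound preincubation, pH 7.4 Tris/KCl/MgCl2/DTT buffer.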
# Akt phos inh: Akt phosphorylation inhibition; activity change, % for hits at 50 µM; Neuro2A IGF-stimulated pAkt S473 HTRF, 20 min; hits give low values; 360,000 tested, 0.32% active; in the data active = activity change below about -80%; inconclusive = mostly about -51% to -80%; also: % is scaled to controls: 0 for no effect and ±100 for the full control effect
#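 Single-point screen (50 µM final compound) in Neuro2A cells stimulated 20 min with 6 nM IGF at 37 deg C. After lysis, Ser473-phosphorylated Akt read by HTRF (ex 330 nm, em 615/665 nm) as the 665/615 ratio.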
# TGFb inhibitor: inhibitors of TGF-b signaling | AID 588855 | HepG2 CAGA-GFP TGF-b/SMAD3 reporter, GFP fluorescence, 18 h; TGF-beta stimulated, 500 pg/mL final | 410,000 tested, 1.2% active | Potency, µM (series often up to 46.1 µM), for inactives: at the highest dose activity, negative = inhibition, usual class: inhibitors; also: potency is read from the fitted curve at half-maximal effect; % is scaled to controls: 0 for no effect and ±100 for the full control effect; nearly all actives have a fitted effect of over 65% in size
#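 GFP signal (ex488/em500-530) from TGF-beta-stimulated HEPG2 CAGA-GFP cells, 500 pg/mL final, 18 h at 37 degrees C in DMEM plus 1% FBS, normalized to unstimulated and DMSO-stimulated controls.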
# HepG2 tox: kills HepG2 cells in TGF-b inhibitor counter-screen | HepG2 CAGA-GFP viability, ATP luminescence, 18 h | AID 588856 | 410,000 tested, 0.76% active | Potency, µM (top dose mostly 46.1 µM), inactives show at the top dose activity change, negative = cytotoxicity, actives largely listed as cytotoxic; also: potency is read from the fitted curve at half-maximal effect; some results filed as inactive show a strong effect at the top dose
#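 CellTiter-Glo luminescence gave cytotoxicity after 18 hours at 37 degrees C. The cells were HepG2 CAGA-GFP in 1% FBS DMEM, stimulated with 500 pg/mL TGF-beta after compound addition. %Activity was normalised to no-cell wells (complete cell-killing) and DMSO (no toxicity), and curves were fitted and classified.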
# A549 tox: counter-screen for Nrf2 inhibitors: cytotoxicity in A549 cells | A549 ARE-Fluc cells, CellTiter-Fluor viability, 18-24 h | AID 504648 | 390,000 tested, 0.16% active | Potency, µM (top dose mostly 46 µM), for the others: top-dose activity change, negative = cytotoxicity, usual class: inhibitors; also: potency is read from the fitted curve at half-maximal effect; % is scaled to controls: 0 for no effect and ±100 for the full control effect
#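 A549 ARE-Fluc cells in 5% FBS OPTI-MEM, 5000 cells/well, rested 2 h then exposed to compounds in concentration-response for 18-24 h at 37 °C. Viability by CellTiter-Fluor fluorescence (Ex 405/Em 525) after 30 min; luciferase luminescence (BugLite, 15 min, RT) read afterwards.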
# Nrf2 block: inhibitors of Nrf2 signaling; Potency, µM (highest dose often 46 µM), for the others: top-dose activity change, negative = inhibition, most hits filed as inhibitors; 360,000 tested, 2.1% active; A549 ARE-Fluc reporter, luciferase luminescence, 18-24 h; also: potency is read from the fitted curve at half-maximal effect; % is scaled to controls: 0 for no effect and ±100 for the full control effect; nearly all actives have a fitted effect of over 60% in size
#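 Nrf2 activity is the BugLite luminescence, read 15 min after reagent at room temperature, following CellTiter-Fluor cytotoxicity readout (30 min, 37C). Compound titrations were applied for 18-24 h to 5000 A549 ARE_Fluc cells/well in 5% FBS OPTI-MEM.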
# Starred values were filed as active, the others as inactive; i = inactive; ? = inconclusive; . = no result given; & = joins results of further samples; [ ] = another dose, or the depositor's remark. Unless noted, calls follow the shape of the dose curve; as a rule, active = well fitted curve in the direction sought with a large enough effect; inconclusive = small, poorly fitted or top-dose-only effect, or another doubt; inactive = no such curve, though single readings can be large; an effect the other way counts as inactive or inconclusive.
# A first look, two compounds:
(1) Cc1nc2sc(C(c3cccs3)N3CCN(c4ccccc4)CC3)c(O)n2n1 (stereo not drawn)
(2) COc1cccc(N2CCN(Cc3nc4scc(-c5ccccc5)c4c(=O)[nH]3)CC2)c1

compound no.	1	2
Nrf2 activator	-0.3%	0.4%
S2 tox	i	i
CCT chaperon mod	-1.4	-0.5
Mm-Cpn inhibitor	-2%	-3%
Akt phos inh	i	i
TGFb inhibitor	1%	-18%
HepG2 tox	-10%	16%
A549 tox	5%	-6%
Nrf2 block	13%	-24%

# Main list, previewed entries included:
(1) Cc1nc2sc(C(c3cccs3)N3CCN(c4ccccc4)CC3)c(O)n2n1 (stereo not drawn)
(2) COc1cccc(N2CCN(Cc3nc4scc(-c5ccccc5)c4c(=O)[nH]3)CC2)c1
(3) O=C(COC(=O)c1ccc(S(=O)(=O)NCc2ccco2)cc1)Nc1ccc(OC(F)F)cc1
(4) Nc1ccc2oc(-c3ccc4nc[nH]c4c3)nc2c1
(5) Cc1ccc(CCN2CC(C(=O)NC3CCCCC3)CC2=O)cc1 (stereo not drawn)
(6) Cc1ccc(S(=O)(=O)N2CCOCC2)cc1NC(=O)COC(=O)c1ccc(Br)cc1
(7) Cc1c(Cl)cccc1NC(=O)CSc1sc2c(O)cc(=O)[nH]c2c1C#N
(8) O=C(Nc1ccc(F)c(F)c1)c1cnc(-c2ccccc2)nc1-c1ccccc1

compound no.	1	2	3	4	5	6	7	8
Nrf2 activator	-0.3%	0.4%	-0.3%	-0.2%	-0.3%	-0.7%	0.3%	15%
S2 tox	i	i	i	i	i	i	i	i
CCT chaperon mod	-1.4	-0.5	-1.6	-0.7	-1.0	-5.7	0.5	0.8
Mm-Cpn inhibitor	-2%	-3%	0%	-13%	0%	0%	-16%	0%
Akt phos inh	i	i	i	i	i	i	i	i
TGFb inhibitor	1%	-18%	-1%	-6%	8%	9%	-5%	0%
HepG2 tox	-10%	16%	1%	-44%	24%	5%	4%	-33%
A549 tox	5%	-6%	-5%	8%	7%	-1%	-9%	?
Nrf2 block	13%	-24%	12%	0%	0%	1%	-2%	?

# Entries of single compounds, quoted from the list:
# Cc1ccc(CCN2CC(C(=O)NC3CCCCC3)CC2=O)cc1 (stereo not drawn) is listed with Nrf2 activator = -0.3%; S2 tox = i; CCT chaperon mod = -1.0; Mm-Cpn inhibitor = 0%; Akt phos inh = i; TGFb inhibitor = 8%; HepG2 tox = 24%; A549 tox = 7%; Nrf2 block = 0%
# Nc1ccc2oc(-c3ccc4nc[nH]c4c3)nc2c1 is listed with Nrf2 activator = -0.2%; S2 tox = i; CCT chaperon mod = -0.7; Mm-Cpn inhibitor = -13%; Akt phos inh = i; TGFb inhibitor = -6%; HepG2 tox = -44%; A549 tox = 8%; Nrf2 block = 0%
# O=C(Nc1ccc(F)c(F)c1)c1cnc(-c2ccccc2)nc1-c1ccccc1 is listed with Nrf2 activator = 15%; S2 tox = i; CCT chaperon mod = 0.8; Mm-Cpn inhibitor = 0%; Akt phos inh = i; TGFb inhibitor = 0%; HepG2 tox = -33%; A549 tox = ?; Nrf2 block = ?

# (cont.)
(9) O=C(COc1ccccc1Cl)NCc1ccncc1
(10) Cc1cc(C(=O)COC(=O)c2n[nH]c(=O)c3ccccc23)c(C)n1C(C)C
(11) O=C(Nc1ccnn1C1CCN(CCCC2CCCC2)CC1)c1ccccc1
(12) COC(=O)c1sc(C(F)(F)F)c(-c2ccccc2)c1S(=O)(=O)N(C)C
(13) COc1ccc(Cc2nnc(SCC(=O)Nc3ccc(C)c(Cl)c3)[nH]c2=O)cc1
(14) Nc1ncnc2c1ncn2C1OC(CO)C2OC21 (stereo not drawn)
(15) O=C(CSc1nc(=O)n(CCCN2CCOCC2)c2c1CCCC2)Nc1cccc(F)c1
(16) CCc1ccc(NC(=O)c2ccc(-c3ccccc3)s2)cc1

compound no.	9	10	11	12	13	14	15	16
Nrf2 activator	-0.7%	4.0%	0.0%	-0.4%	0.1%	-0.7%	0.4%	1.1%
S2 tox	i	i	i	i	i	?	i	i
CCT chaperon mod	0.5	-1.2	1.6	3.0	-0.2	-6.4	2.4	.
Mm-Cpn inhibitor	2%	-14%	3%	1%	0%	.	0%	.
Akt phos inh	i	i	i	i	i	i	i	.
TGFb inhibitor	1%	-6%	-13%	-23%	-27%	44%[activator]	?	13%
HepG2 tox	-20%	-8%	-30%	20%	-17%	1%	-4%	-71%
A549 tox	1%	4%	-1%	1%	0%	.	0%	8%
Nrf2 block	?	-18%	-11%	4%	?	.	-11%	?

(17) COc1ccc(S(=O)(=O)Cc2ccc(C(=O)NC3CCCCCC3)o2)cc1
(18) Cc1cc(C)c(S(=O)(=O)N2CCN(C3CC(=O)N(c4ccccc4Cl)C3=O)CC2)c(C)c1 (stereo not drawn)
(19) O=C(O)C(Cc1c[nH]c2ccccc12)NS(=O)(=O)c1ccccc1 (stereo not drawn)
(20) COC(=O)C[C@H]1c2cc(C(F)(F)F)ccc2S(=O)(=O)N1Cc1ccc(OC)cc1
(21) COc1cc(/C=C/C(=O)OCC(=O)NCCc2ccc(F)cc2)ccc1OC(F)F
(22) COc1ccc(F)cc1C(=O)C1CCCN(Cc2cnc(N3CCCC3)s2)C1 (stereo not drawn)
(23) O=C(c1nn(-c2ccccc2)c(=O)c2ccccc12)N1CCN(c2ccccn2)CC1
(24) CC1CC=CC2C1C(=O)N(Cc1ccccc1)C2c1ccc(C(F)(F)F)cc1 (stereo not drawn)

compound no.	17	18	19	20	21	22	23	24
Nrf2 activator	-0.2%	0.3%	-0.1%	-1.1%	-0.2%	0.3%	-0.3%	.
S2 tox	i	i	i	i	i	i	i	.
CCT chaperon mod	-1.4	-0.9	1.0	-2.1	-1.0	-0.7	-1.3	.
Mm-Cpn inhibitor	-6%	2%	1%	.	-1%	2%	1%	.
Akt phos inh	i	i	i	i	i	i	i	.
TGFb inhibitor	-3%	-13%	-8%	4%&-5%	-5%	-1%	-13%	?
HepG2 tox	3%	-26%	12%	-2%&-13%	-29%	-4%	-17%	-8%
A549 tox	-10%	-7%	3%	1%	-2%	1%	-2%	7%
Nrf2 block	?	?	-8%	-3%	2%	1%	-24%	8%

(25) CS(=O)(=O)NCCCNc1c(Cl)cccc1[N+](=O)[O-]
(26) O=C/C=C/c1c(-c2ccccc2)cc2oc3ccccc3cc1-2
(27) CC(C)CCNC(=O)c1ccc2c(c1)N(C)C(=O)c1ccccc1S2
(28) Cc1cc(=O)[nH]c(NCc2ccc(Cl)cc2)n1
(29) O=C(O)c1ccccc1S(=O)(=O)Cc1ccccc1
(30) Cc1cccc(C)c1NC(=O)CSc1nnnn1C
(31) O=c1cc(-c2ccc(O)c(O)c2)oc2ccc3ccccc3c12
(32) CSc1cccc(NC(=O)c2cc3c(COC(C)=O)cnc(C)c3oc2=O)c1

compound no.	25	26	27	28	29	30	31	32
Nrf2 activator	7.1%	?	0.4%&4.5%	0.1%	-0.7%	0.3%	1.3%	3.5%
S2 tox	i	?	i	i	i	i	i	.
CCT chaperon mod	-1.0	0.2	-0.6	1.1	-0.3	-0.6	0.4	.
Mm-Cpn inhibitor	1%	-4%	1%	-4%	0%	-2%	1%	.
Akt phos inh	i	i	i	i	i	i	i	.
TGFb inhibitor	9%	11µM*	15%&-24%	-7%	-4%	-25%	-18%	326%[activator]
HepG2 tox	-14%	16µM*	-7%&-37%	-20%	-3%	-10%	-5%	-11%
A549 tox	0%	-2%	1%&0%	-1%	8%	8%	-18%	0%
Nrf2 block	8%	?	?	-10%	7%	-14%	?	.

(33) Cc1cc(-c2cc(N)n(-c3ccccc3)n2)c(C)n1C1CCCC1
(34) COc1ccc2sc(-c3ccc(N(C)C)cc3)c(C#CCCO)c2c1
(35) CCCNS(=O)(=O)c1ccc(CCC(=O)Nc2cc(Cl)ccc2Oc2ccccc2)cc1
(36) C[C@@H]1CN([C@@H](C)CO)C(=O)c2cc(C3=CCCCC3)cnc2O[C@H]1CN(C)C(=O)Nc1cccc(F)c1
(37) CCOc1cc(C)c(C(C)C)cc1S(=O)(=O)n1cnc(C)c1
(38) CCOc1cc(N2CCOCC2)c(OCC)cc1NC(=O)C1CCCC1
(39) CC(=O)c1sc(NC(=O)Cc2c(F)cccc2Cl)nc1C
(40) O=C1CSC(c2ccncc2)N1Cc1ccco1 (stereo not drawn)
(41) CCOc1ccc(CN2CCN(Cc3nc(C(C)C)cs3)CC2CCO)cc1 (stereo not drawn)
(42) O=c1cc(-c2ccccc2)c2c([nH]1)CCCC2
(43) COc1ccc(CCNC(=O)COc2nsnc2N2CCOCC2)cc1OC

compound no.	33	34	35	36	37	38	39	40	41	42	43
Nrf2 activator	4.5%	18%	3.3%	2.8%	0.1%	0.3%	0.3%	-0.3%	2.9%	0.4%	-0.3%
S2 tox	i	i	?	?	i	i	i	i	i	i	i
CCT chaperon mod	-1.7	-3.3	-0.8	-2.1	0.9	0.3	-6.8	1.3	0.8	1.3	1.3
Mm-Cpn inhibitor	3%	-10%	1%	.	2%	-2%	-10%	1%	3%	-1%	1%
Akt phos inh	i	i	i	i	i	i	i	.	i	i	i
TGFb inhibitor	-2%	-1%	-17%	6%	-27%	-1%	12%	-11%	?	-11%	-8%
HepG2 tox	-1%	-19%	1%	-1%	-27%	-18%	1%	3%	-32%	-6%	35%
A549 tox	0%	2%	?	.	-1%	0%	11%	3%	-1%	-4%	4%
Nrf2 block	33%	3%	16µM*	.	-1%	-21%	-16%	.	-11%	2%	-12%
